Screens from PubChem BioAssay.
GPR55 beta-arrestin: GPR55 agonists via beta-arrestin recruitment, primary screen, imaging, U2OS cells, beta-arrestin-GFP redistribution (AID 1961); G-protein coupled receptor 55 (Homo sapiens); U2OS GPR55 beta-arrestin-GFP redistribution imaging; higher % means a stronger effect; one-dose activation, % at 10 µM; EC50 in µM for titrated hits; 290,000 tested, 0.048% active;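 active = activation above 40% with more than 50 cells counted in the well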;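 also: U2OS osteosarcoma cells stably expressing GPR55 and beta-arrestin-GFP; plate controls were DMSO negative control for no effect and LPI positive control for full effect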
KOR beta-arrestin-1: KOR agonists, beta-arrestin recruitment, primary screen, cell-based, luminescence, uHTS (AID 1777); Kappa-type opioid receptor (Homo sapiens); KOR beta-arrestin recruitment, luminescence; higher % means a stronger effect; activation, % at 10 µM; hits with a dose series show EC50 in µM; 280,000 tested, 0.02% active; in the data active = activation above about 50%, passing the limit was not always enough; also: a part of the inactive calls stands beside numbers as strong as those of hits
Yfh1-depleted yeast: enhancers of respiration in Yfh1-depleted yeast, dose response, Friedreich's ataxia, plus single-dose screen (AID 1465); S. cerevisiae Yfh1-off respiration, WST-1 reduction, 72 h; higher fold induction means a stronger effect; fold induction at 50 µM; hits with a dose series show EC50 in µM; 220,000 tested, 0.074% active;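 active = fold induction of absorbance versus untreated yeast above a set limit, then at least 30% activation at any dose in follow-up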;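 also: activators that raise dye reduction in frataxin-depleted yeast; strong numbers were not always called active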
ER stress rescue: rescue of cells from ER stress-induced death, primary screen, 384-well, CSM14.1, thapsigargin, ATP luminescence (AID 1222); 190,000 tested, under 10 active; CSM14.1 thapsigargin-induced death rescue, ATP luminescence; higher % means a stronger effect; one-dose cellular ATP content (survival), % at 20 µM; EC50 in µM for titrated hits;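 active = EC50 below 50 µM in the dose-response confirmation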;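 also: death triggered by thapsigargin at about 15 µM added after 2 h compound pretreatment; cell ATP read after overnight thapsigargin exposure of roughly 18 to 22 hours; normalized against plate controls of thapsigargin alone and 5% DMSO vehicle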
KOR beta-arrestin-2: KOR antagonists, beta-arrestin recruitment, cell-based, luminescence, uHTS (AID 1778); Kappa-type opioid receptor (Homo sapiens); KOR beta-arrestin recruitment, luminescence, antagonist mode; higher % means a stronger effect; 290,000 tested, 0.091% active; one-dose inhibition, % at 10 µM; IC50 in µM for titrated hits; also: strong numbers were not always called active
TNAP activators: human TNAP enzyme activators, primary screen, biochemical, luminescent, no phosphate acceptor, uHTS (AID 1001) | 200,000 tested, 0.03% active | Alkaline phosphatase, tissue-nonspecific isozyme (Homo sapiens) | activation fold at 20 µM, or EC50 in µM where a hit was titrated | purified TNAP, luminescent activation assay, no phosphate acceptor; higher activation fold means a stronger effect; in the data active = activation fold from about 3, or a potency from the dose series; inactive = the rest, 99 in 100 with activation fold below about 1.6; also: many of its hits are not listed in these tables
HEK293 NOD2/NF-kB: NOD2 signaling inhibitors, cell-based, luminescence, uHTS, HEK293 (AID 1566); inhibition, % at 4 µM; hits with a dose series show EC50 in µM; 290,000 tested, 0.63% active; HEK293 NOD2/NF-kB luciferase reporter, luminescence; higher % means a stronger effect; also: many of its hits are not listed in these tables
NTR1 agonist: agonists of NTR1, primary screen, imaging, U2OS cells, beta-arrestin-GFP, high content (AID 493036); NTR1-U2OS beta-arrestin-GFP spot imaging, agonist mode; activation, % at 20 µM; 330,000 tested, 0.17% active; Neurotensin receptor type 1 (Homo sapiens), P30989;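 active = activation at or above 40% of the spot to cytoplasm intensity ratio, with at least 20 cells analyzed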;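 also: 0% = DMSO without peptide and 100% = 100 nM NTR1 peptide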
Target sequence (P30989 whole entry, looked up): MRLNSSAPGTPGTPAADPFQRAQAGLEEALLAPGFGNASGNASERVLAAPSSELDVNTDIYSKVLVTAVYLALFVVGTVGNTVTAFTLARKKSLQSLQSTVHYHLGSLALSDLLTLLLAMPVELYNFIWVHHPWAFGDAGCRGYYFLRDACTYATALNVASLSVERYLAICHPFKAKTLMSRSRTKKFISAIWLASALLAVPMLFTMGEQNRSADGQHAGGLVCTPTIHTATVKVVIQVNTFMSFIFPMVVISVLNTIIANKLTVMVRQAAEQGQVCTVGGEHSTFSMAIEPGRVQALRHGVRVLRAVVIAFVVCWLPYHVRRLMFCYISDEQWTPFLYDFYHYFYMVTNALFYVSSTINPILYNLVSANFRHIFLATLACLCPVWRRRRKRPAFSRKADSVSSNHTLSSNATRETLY
NOD1 NF-kB reporter: NOD1 signaling inhibitors, primary screen, cell-based, luminescence, uHTS (AID 1578). NOD1-driven NF-kB luciferase reporter cells, luminescence; higher % means a stronger effect. inhibition, % at 4 µM; hits with a dose series show EC50 in µM. 290,000 tested, 1% active; in the data active = inhibition mostly above about 36%, no sharp cut-off; inactive = mostly below about 34%;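 also: HEK-293T reporter cells stimulated with the NOD1 agonist gamma-tri-DAP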
NTR1 agonist cell count 20 µM: second read-out of NTR1 agonist, no call of its own (marks repeat the call); cell count; measured here: cell count, cytotoxicity flag
Active calls of the source: *; i = inactive; x = not tested or not shown; [ ] = dose if it differs, or a comment. Rule as the data show it, unless noted: active = inhibition above about 50%; inactive = the rest. This is a subset. The share of hits here may be higher or lower than overall.

Under each structure – GPR55 beta-arrestin	KOR beta-arrestin-1	Yfh1-depleted yeast	ER stress rescue	KOR beta-arrestin-2	TNAP activators	HEK293 NOD2/NF-kB	NTR1 agonist	NTR1 agonist cell count 20 µM	NOD1 NF-kB reporter
CCOC(=O)c1ccc(Oc2nc(N(C)C)nc(N3CCOCC3)n2)cc1
 : -0.3%	-4.6%	i	1.2%	9%	1	16%	2.0	67	-2%
COc1ccc2c(c1)CC/C2=N\NC(=O)c1ccccc1
 : -0.1%	0.6%	i	-1.9%	-45%	1.1	-22%	0.1	49	-45%
CN(CC(=O)N1CCCCCC1)S(=O)(=O)c1ccc(Br)s1
 : 0.0%	-3.6%	i	-2.4%	-2%	1.1	-8%	1.8	45	-16%
CCOC(=O)NCc1ccc(Cl)c(Cl)c1
 : 0.0%	-3.4%	i	-1.7%	2%	1.1	-10%	-1.5	75	-24%
N#CCC(=O)Nc1ccc(C(=O)NCCc2c[nH]c3ccccc23)cc1
 : 0.6%	-1.3%	x	x	10%	x	18%	-1.7	36	-23%
Cc1cn(S(=O)(=O)c2ccc(Cl)cc2)c(C)n1
 : 0.3%	-0.1%	i	-0.1%	10%	1	1%	1.4	44	-13%
COc1cc(/C=C(/C#N)c2nc3ccccc3[nH]2)ccc1OCC(=O)Nc1ccccc1C
 : 0.3%	5.4%	i	0.0%	-143%	1	-109%	13	49	5%
CCc1nnc(SCC(=O)N2CCCc3ccccc32)nc1CC
 : 0.1%	-3.0%	i	x	45%	1.2	-2%	0.2	79	-9%
Cc1ccc(C(CC(=O)N2CCNCC2)c2ccccc2)c(O)c1C (stereo not drawn)
 : 0.0%	-2.2%	x	x	45%	x	0%	-1.1	33	-3%
CN(CCc1ccccn1)C(=O)CCC1CCCN(C(=O)c2cscn2)C1 (stereo not drawn)
 : 0.8%	-0.8%	i	-0.7%	1%	1	-5%	0.5	88	-36%

Taken from above:
NTR1 agonist with COc1ccc2c(c1)CC/C2=N\NC(=O)c1ccccc1 stands at 0.1
NTR1 agonist with COc1cc(/C=C(/C#N)c2nc3ccccc3[nH]2)ccc1OCC(=O)Nc1ccccc1C stands at 13

(further entries)
Under each structure – GPR55 beta-arrestin	KOR beta-arrestin-1	Yfh1-depleted yeast	ER stress rescue	KOR beta-arrestin-2	TNAP activators	HEK293 NOD2/NF-kB	NTR1 agonist	NTR1 agonist cell count 20 µM	NOD1 NF-kB reporter
COc1cc(NC(=S)NCc2cccs2)cc(OC)c1
 : -0.3%	8.6%	i	-1.1%	-12%	1.1	0%	-0.6	59	-23%
COc1cc(/C=N/NC(=O)C2CC(=O)N(c3ccc(C)cc3)C2)cc(OC)c1OC (stereo not drawn)
 : -0.2%	-6.3%	x	x	-4%	x	16%	1.5	59	-21%
COc1ccc(C(=O)NC2CCCCC2)cc1OC1CCN(C(C)C)CC1
 : 0.6%	-3.4%	x	x	21%	x	-2%	0.1	48	-12%
CCN1CCc2c(OCC(=O)Nc3cccc(C)c3)cccc2C1=O
 : -0.1%	-0.1%	i	-1.2%	-13%	1.1	-1%	0.8	66	-35%
CCCCOc1ccc(C(=O)N/C(=C/c2cccc([N+](=O)[O-])c2)C(=O)O)cc1
 : -0.1%	0.8%	i	0.4%	3%	1.1	-3%	0.3	85	11%
Cc1nnc(NC(=O)CSc2nnc(C)c(=O)n2N)s1
 : -0.1%	-0.6%	x	x	-20%	x	2%	0.5	51	-32%
Cc1c(C)c2ccc(OCC(=O)NCCN3CCOCC3)c(C)c2oc1=O
 : 0.3%	4.7%	x	x	-58%	x	-6%	-0.6	71	-9%
CN1CCN(c2nc3ccccn3c(=O)c2/C=C(\C#N)S(=O)(=O)c2ccc(Cl)cc2)CC1
 : 1.0%	0.4%	i	x	18%	x	22%	0.3	49	11%
CCc1ccc(-n2nc3cc(C)c(N)cc3n2)cc1
 : -0.2%	-5.2%	x	x	8%	x	-140%	1.0	68	-27%
Cc1cc(C)cc(NC(=O)NCC(O)COc2ccc([N+](=O)[O-])cc2)c1 (stereo not drawn)
 : 0.0%	0.4%	i	x	x	x	-54%	-0.2	42	0%

3 of the entries above in order of the NOD1 NF-kB reporter value, lowest first.
structure,NOD1 NF-kB reporter
COc1cc(/C=N/NC(=O)C2CC(=O)N(c3ccc(C)cc3)C2)cc(OC)c1OC (stereo not drawn),-21%
Cc1cc(C)cc(NC(=O)NCC(O)COc2ccc([N+](=O)[O-])cc2)c1 (stereo not drawn),0%
CCCCOc1ccc(C(=O)N/C(=C/c2cccc([N+](=O)[O-])c2)C(=O)O)cc1,11%

(list continues)
Under each structure – GPR55 beta-arrestin	KOR beta-arrestin-1	Yfh1-depleted yeast	ER stress rescue	KOR beta-arrestin-2	TNAP activators	HEK293 NOD2/NF-kB	NTR1 agonist	NTR1 agonist cell count 20 µM	NOD1 NF-kB reporter
N#C/C(=C\c1cccnc1)C(=O)Nc1cccc2ccccc12
 : 1.3%	-4.8%	i	-1.6%	-57%	1.1	9%	2.1	34	4%
CCn1c(=O)cc(OCC(=O)NCc2ccco2)c2ccccc21
 : -0.1%	-1.2%	i	0.9%	13%	1.2	-9%	0.2	87	-25%
Cc1c(Cl)cccc1NC(=S)/C(=C(\[O-])c1ccc(Cl)s1)[n+]1ccccc1
 : -0.4%	17%	i	-1.1%	-1%	0.8	4%	2.4	54	46%
O=C(Nc1ccc(N2CCOCC2)cc1)c1cc2ccccc2o1
 : -0.5%	2.5%	i	-4.6%	-26%	1	-39%	1.4	49	-30%
COc1ccc(NC(=O)NC23CC4(C)CC(C)(CC(C)(C4)C2)C3)cc1
 : -0.2%	9.1%	i	-0.7%	17%	1.1	2%	3.2	61	-5%
CCc1nnc(NC(=O)CSc2nnc(C3CCCCC3)n2-c2ccccc2)s1
 : 0.2%	-9.5%	i	-0.6%	-26%	1.1	21%	-0.9	76	0%
CC(C)(C)c1ccc(N2C(=N)SCC2=O)cc1
 : 0.7%	0.2%	i	x	4%	x	5%	1.5	36	-3%
COc1cc2[nH]c(=O)n(Cc3ccc(C(=O)NCCCN4CCC(C)CC4)cc3)c(=O)c2cc1OC
 : -0.1%	-0.3%	i	-0.7%	-6%	1.1	-1%	2.4	73	-10%
CC(/C=N/NC(=O)c1cc(-c2ccc(Cl)cc2)nc2ccccc12)=C\c1ccco1
 : -0.2%	1.6%	i	-4.1%	-28%	1	-22%	-0.2	73	-14%
CCN1CCN(CCCNc2ncnc3nc[nH]c23)CC1
 : -0.2%	-3.4%	i	x	-5%	1.2	4%	-3.9	72	-27%
COc1ccc(NC(=S)Nc2cccc(C)n2)cc1
 : 0.4%	2.3%	i	x	11%	x	-14%	0.9	37	-3%
CN(C)CCN(C(=O)/C=C/c1cccs1)c1nc2c(F)cc(F)cc2s1
 : 0.7%	-2.5%	i	-1.5%	-11%	1.1	-10%	10	66	24%
O=C(NC1C2CC3CC(C2)CC1C3)C1CCCCC1 (stereo not drawn)
 : -0.2%	-2.8%	x	x	1%[20 µM]	x	10%	1.5	49	-11%
Cc1c(NC(=O)C(C)OC(=O)c2nc(Cl)ccc2Cl)c(=O)n(-c2ccccc2)n1C (stereo not drawn)
 : 0.0%	-9.7%	x	x	29%	x	-5%	1.3	60	26%
COc1ccc(Nc2nc(-c3sc(C)nc3C)cs2)cc1
 : -0.1%	6.3%	x	x	-280%[20 µM]	x	6%	2.1	63	22%
O=C(Nc1ccc(F)cc1)N(CCCN1CCOCC1)Cc1cc2cc3c(cc2[nH]c1=O)OCO3
 : 0.0%	-4.3%	x	5.1%	4%	1.1	5%	-0.9	48	-13%
CCSc1nnc(NC(=O)NC(C)(C(F)(F)F)C(F)(F)F)s1
 : -0.2%	-1.4%	i	-1.4%	-7%	1.1	8%	-1.1	72	-19%
Cc1cc(C)cc(NC(=O)CSc2ccccc2)c1
 : 0.2%	-3.5%	i	-1.4%	-5%	1.1	-10%	-1.2	33	-16%
O=C(Nc1ccccc1N1CCOCC1)c1csc2c1CCCC2
 : 1.0%	1.8%	i	x	2%	x	5%	5.2	49	6%
O=C(Nc1ccccc1F)C1(c2ccccc2)CC1(Cl)Cl (stereo not drawn)
 : 0.8%	1.4%	i	-0.8%	x	1.1	2%	-0.7	57	-13%
COC(=O)c1ccc(CN2CCCC(CCC(=O)NCc3ccc(C)o3)C2)cc1 (stereo not drawn)
 : -0.1%	x	i	-1.6%	-2%[20 µM]	1.1	-26%	-1.4	55	-6%
C=CCNc1ccc(C(=O)O)cc1
 : 0.0%	3.5%	i	-2.5%	-11%	1	5%	3.0	65	-15%
Cc1ccc(S(=O)(=O)n2nc(C)cc2N)cc1
 : -0.3%	x	i	-1.3%	3%	1.1	-7%	-0.5	47	16%
Cc1sc(NC(=O)CCC(=O)O)c(C(N)=O)c1-c1ccccc1
 : 1.0%	1.6%	i	-3.3%	-30%	1.1	-4%	0.1	42	2%
COC(=O)c1ccc(CSc2nc(C)nc3c2c(=O)n(C)c(=O)n3C)o1
 : -0.4%	-5.4%	i	-0.4%	-10%	1	12%	10	53	4%
COc1cccc(C(=O)COc2cccc(NC(=O)c3ccco3)c2)c1
 : -0.1%	x	i	3.9%	-29%[20 µM]	1	16%	-1.2	69	-19%
COc1ccc(N(C(=O)c2ccco2)S(=O)(=O)c2cccs2)cc1
 : 0.2%	3.3%	i	0.2%	6%	1.1	15%	-0.1	35	-11%
COC(=O)Cc1cc(=O)n2[nH]c(C)nc2n1
 : -0.1%	4.2%	i	-3.6%	-26%	1.1	1%	0.1	79	x
CCOC(=O)C1CCN(S(=O)(=O)c2ccc3[nH]c4c(c3c2)CCCC4)CC1
 : -0.3%	5.2%	x	x	-9%	x	17%	5.1	53	-18%
COc1ccc(C(=O)NCc2cc(C)nc3ccccc23)cc1OC
 : -0.5%	3.6%	i	x	-112%	1.1	10%	1.6	51	-7%
CN1CCN(C(=O)c2ccc3c(c2)NC(=O)C(N2CCOCC2)S3)CC1 (stereo not drawn)
 : 0.2%	5.4%	i	-0.6%	-6%	1.1	10%	-0.6	38	12%
Cc1c(CC(=O)NCCCCCC(=O)O)c(=O)oc2cc3c(cc12)CCC(C)(C)O3
 : 0.6%	-1.8%	x	x	-12%	x	18%	0.6	88	-8%
